Screening results: PubChem, Broad Institute
PvdQ acylase = P. aeruginosa PvdQ acylase inhibitors, primary screen, biochemical, fluorescence, plate reader and imaging, single point. purified PvdQ acylase. inhibition, % at 10 µM. hit rate 0.063% among 340,000. AID 488965, 2010; in the data active = inhibition above about 30%, passing the limit was not always enough;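 note: 0% = vehicle neutral wells and 100% = reference inhibitor wells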
NSD2 HMT inh = NSD2 histone methyltransferase inhibitors, primary screen, biochemical, AlphaScreen, single concentration, set 2. NSD2 peptide methylation, 120 min. inhibition, % at 12.5 µM. hit rate 0.54% among 310,000. AID 743445, 2014; in the data active = inhibition above about 50%
Rtt109 HAT inh = inhibitors of C. albicans Rtt109/Vps75 HAT, primary screen, biochemical, ThioGlo CoA-SH fluorescence, plate reader. inhibition, % at 34.9 µM. hit rate 0.16% among 330,000. Histone acetyltransferase RTT109 (Candida albicans (strain SC5314 / ATCC MYA-2876)), …. purified Rtt109/Vps75, 4 h;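 active = inhibition of at least 50% in every replicate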
Active calls of the source: *; · = not tested or not shown.

PvdQ acylase	NSD2 HMT inh	Rtt109 HAT inh	mol
·	7.2	·	COc1ncccc1-c1cc2nc(NCCCN(C)C)n(C)c(=O)c2s1
·	-1.0	·	COc1ccc(S(=O)(=O)NC(=O)C2(C)CCN2C(=O)COc2ccc(Cl)cc2)cc1OC (stereo unspecified)
·	-1.1	·	O=C(CSc1nncn1-c1ccccc1)Nc1cccc(S(=O)(=O)N2CCCCC2)c1
·	0.4	·	CN(CCc1ccccn1)C(=O)c1ccc2c(c1)ncn2C1CCCCC1
·	1.4	·	COC(=O)[C@@]12C[C@@H](CC(=O)N3CCOCC3)C(=O)N(Cc3ccco3)C1=CCC(C)(C)C2
·	2.7	·	Cc1ccc(NC(=S)NNC(=O)CSc2nnc(SCc3cccc4ccccc34)s2)cc1
·	9.8	·	COc1ccc(N2CCN(c3cc(C(=O)Nc4cc(OC)c(OC)c(OC)c4)ncn3)CC2)cc1OC
·	9.3	·	Cc1ccc(C2=N/C(=C\c3coc4ccccc4c3=O)C(=O)O2)cc1
·	1.5	·	Cc1cc(C)cc(C(O)c2ncc(-c3cccc(F)c3)[nH]2)c1 (stereo unspecified)
·	4.3	·	CCOC(=O)c1csc(NC(=O)C2CCCN(S(=O)(=O)c3ccc(Br)s3)C2)n1 (stereo unspecified)
·	-1.4	·	Nc1nc(NCc2ccco2)nc(NC2CCCCC2)c1[N+](=O)[O-]
·	2.0	·	COc1cc(-c2coc3c(C(=O)NCc4ccccc4)cccc23)ccc1O
·	-0.8	·	CCCS(=O)(=O)NC(=O)C1(C)CCN(C(=O)c2ccnc(Cl)c2)C1 (stereo unspecified)
·	-1.7	·	CCCCC1C2C(=O)N(c3ccc(C)cc3)C(=O)C2ON1c1ccccc1 (stereo unspecified)
·	8.1	·	CC1(C)OC(c2ccccc2)=C/C(=C\C=N\NC(=O)c2ccncc2)O1
·	1.2	·	CCCn1c(CC)nc([N+](=O)[O-])c1Sc1ncn[nH]1
·	-1.0	·	c1coc(-c2nc(N=C3N=c4ccccc4=N3)[nH]c2-c2ccco2)c1
·	10.5	·	CN1CCN(c2ccc(CNC(=O)C3Cc4c(-c5cccc(F)c5)ccnc4O3)cc2)CC1 (stereo unspecified)
·	-3.7	·	CC(OC(=O)C1=COCCO1)C(=O)NC1CCCCC1 (stereo unspecified)
·	-4.0	·	Cc1ccc(F)cc1C(=O)N1CCCCC1c1cc(C(=O)Nc2ccccc2)no1 (stereo unspecified)
·	-1.4	·	CCCOc1ccc(F)cc1-c1cc(C(=O)Nc2ccc(C)c(NS(C)(=O)=O)c2)[nH]n1
·	4.9	·	COc1ccc([N+](=O)[O-])c(S(=O)(=O)c2ccccc2)n1
·	-1.1	·	COc1ccc(NC(=O)C2(C)Cc3c(-c4ccc5c(c4)OCO5)ccnc3O2)cc1 (stereo unspecified)
·	0.5	·	CCOc1ccc(-n2c(SCC(=O)Nc3ccc(S(=O)(=O)Nc4cc(C)nc(C)n4)cc3)nnc2-c2ccncc2)cc1
·	-0.2	·	CCOCc1nc(N)nc(N)c1-c1cccc(Cl)c1
·	8.9	·	NC(=O)C(c1ccccc1)(c1ccccc1)[C@@H]1CCN(CCc2ccc3c(c2)CCO3)C1
·	1.6	·	CC(C)CN1CCC1(C)C(=O)Nc1cccc(C#N)c1 (stereo unspecified)
·	-2.7	·	O=C(OCC#CCSc1nnc(-c2cccc3ccccc23)o1)C1CCC1
·	-3.3	·	COC(=O)C1=C(C(=O)OC)C2CCCC1C1N=NN(c3ccccc3)C21 (stereo unspecified)
·	-2.5	·	O=C(CCCN1C(=O)C(c2ccccc2)Oc2cccnc21)Nc1ccccc1Br (stereo unspecified)
·	0.1	·	CC(=O)Nc1cccc(-c2ccnc3c2CC(C)(C(=O)Nc2ccccc2)O3)c1 (stereo unspecified)
·	5.0	·	O=C(CSc1nnc(-c2ccccn2)n1-c1ccccc1)c1ccc(F)cc1
·	-1.6	·	O=C1CSC(=S)N1Cc1ccccc1
·	-0.5	·	CC(=O)C1=C(O)C2(C)c3c(O)c(C)c(O)c(C(C)=O)c3OC2CC1=O (stereo unspecified)
·	-0.4	·	COc1ccc(NC(=O)C2(C)Cc3c(-c4ccccc4)ccnc3O2)cn1 (stereo unspecified)
·	4.1	·	CCNC(=O)O[C@@H]1C=C[C@@H](C#Cc2ccc(C(C)(C)C)cc2)O[C@@H]1COC(C)=O
·	1.4	·	OC(Cc1ccccc1)c1ncc(-c2ccc(Cl)cc2)[nH]1 (stereo unspecified)
·	2.8	·	CCN(CC)c1ncnc2c1ncn2[C@H]1CN(Cc2cccs2)C[C@@H](CO)O1
·	-0.9	·	COc1cccc(C(NC(C)=O)c2nc(-c3cnn(C)c3)cs2)c1 (stereo unspecified)
·	10.7	·	O=C(O)c1ccc(-n2ncc(Cl)c(Cl)c2=O)cc1
·	1.0	·	CCOC(=O)c1c(C)[nH]c(/C(C)=N/NC(=O)c2cccnc2)c1C
·	-26.7	·	COc1ccccc1NC(=O)Nc1nc(C(N)CCc2ccccc2)cs1 (stereo unspecified)
·	-0.4	·	CCCCNC(=O)C1(C)CCN1C(=O)CSc1ccccc1 (stereo unspecified)
·	-0.2	·	CCn1nccc1NC(=O)c1ccc2sc([C@@H]3O[C@H](CO)[C@H](O)[C@H](O)[C@H]3O)nc2c1
·	-3.5	·	CCCCN1C(=O)CC2CCOC21C (stereo unspecified)
·	-1.7	·	COc1ccc(C(=O)N(C)CCOc2ccc(Cl)cc2)cc1S(=O)(=O)N1CCCC1
·	0.6	·	c1ccc2[nH]c(-c3ccc4c(c3)OCO4)nc2c1
·	-0.6	·	O=C(COc1ccccc1)NC(=S)Nc1ccc(Br)cn1
·	-3.9	·	O=C(C(=Cc1ccccc1)c1ccccc1)c1ccccc1
·	-0.3	·	COc1cc(/C=N/Nc2nc(C)cc(C)n2)ccc1O
·	0.4	·	O=C(CSc1nc2ccccc2o1)NN=C/C=C\c1ccccc1[N+](=O)[O-]
·	9.1	·	O=CNc1cc(-c2cccc(O)c2)cn2c(-c3ccc(F)cc3)cnc12
·	-1.4	·	Cc1cc2c(c(C#N)c1C)NC=NC2C (stereo unspecified)
·	0.5	·	CCCCc1nc(NCCNC(=O)c2ccco2)c(C#N)c2c1CSC(C)(C)C2
·	-1.5	·	COc1ccccc1N1CCN(CCS(=O)(=O)c2cc(Cl)ccc2Cl)CC1
·	-2.1	·	O=C1CCCC(O)=C1Sc1cc(Cl)c(Cl)cc1Cl
·	11.7	·	Cc1cc(C(=O)Nc2ccc(F)cc2)n(-c2ccccc2)n1
·	5.9	·	Cn1c(=O)[nH]c2c(Br)nccc21
·	-0.5	·	CCC1=NN2C(=N)/C(=C\c3ccc(OCCOc4ccccc4)c(OC)c3)C(=O)N=C2S1
·	5.7	·	CC(=NNS(=O)(=O)c1ccc(C)cc1)c1ccncc1

Remaining list, next part.
PvdQ acylase	NSD2 HMT inh	Rtt109 HAT inh	mol
·	0.4	·	CCCNC(=O)C1(C)CCCN(Cc2ccc(-c3ccccc3)o2)C1 (stereo unspecified)
·	0.6	·	CC(C)Oc1ccc(F)cc1-c1cc(C(=O)Nc2ccccc2)[nH]n1
·	-0.5	·	COc1ccc(OC)c(Nc2cc(-c3ccccc3)nc(N)n2)c1
·	0.7	·	O=C(Nc1ccncc1)c1cc(C2CCCCN2C(=O)CCCc2ccccc2)on1 (stereo unspecified)
·	-2.0	·	CCn1c(SCC(=O)Nc2ccccc2-c2ccccc2)nnc1-c1cnccn1
·	1.5	·	CC(/C=C/c1ccccc1)=N\Nc1nc2c(c(=O)[nH]c(=O)n2C)n1CCO
·	0.1	·	CCc1noc(C)c1C(=O)OCC(=O)c1ccc(NC(=O)CC(C)C)cc1
·	-1.4	·	NC(c1ccccc1)c1csc(NC(=O)Nc2ccccc2Oc2ccccc2)n1 (stereo unspecified)
·	-0.2	·	CCc1c(N=O)c(-c2ccccc2)n(O)[n+]1[O-]
·	11.6	·	CCCCNC(=O)CNC(=O)c1nn(-c2ccc(OC)c(OC)c2)c(=O)c2ccccc12
·	-2.6	·	Cc1ccc(NC(=O)C2CCCN2S(=O)(=O)c2cccnc2)c(C)c1 (stereo unspecified)
·	-2.0	·	O=C(NCc1ccccc1Cl)C1CCC(CNS(=O)(=O)c2cccc3cccnc23)CC1 (stereo unspecified)
·	0.4	·	O=C(O)C1C(c2ccccc2)=C1c1ccc(Br)cc1 (stereo unspecified)
·	17.2	·	C=CC(=O)NC1CCCCN(CC)C1=O (stereo unspecified)
·	7.5	·	Cn1c(=O)c2cc(NC(=S)NC3CCCCC3)ccc2n1-c1ccccc1
·	2.2	·	CC(C)N1CC(=O)N2CSCC2C1=O (stereo unspecified)
·	10.8	·	COCCCNc1ccn2nc(-c3ccc(Cl)cc3)cc2n1
·	6.5	·	O=[N+]([O-])c1cc(S(=O)(=O)NCc2ccco2)ccc1NN=Cc1ccccn1
·	-2.8	·	C=CCNc1ncnc2c1ncn2[C@H]1CN(Cc2cc(OC)c(OC)c(OC)c2)C[C@@H](CO)O1
·	-0.6	·	CC(C)CNC(=O)OCc1cn(Cc2cccc(C(F)(F)F)c2)nn1
·	2.7	·	Nc1ccccc1C(=O)NN=Cc1cccc([N+](=O)[O-])c1
-7.5	25.9	-4.6	COc1ccccc1NC(=O)Cn1c(C)cc(=O)c2cccc(OC)c21
1.3	1.7	4.8	CN(C)C(=O)CCCCCCCCC(=O)N(C)C

Entries of single compounds, looked up by structure:
`NC(c1ccccc1)c1csc(NC(=O)Nc2ccccc2Oc2ccccc2)n1` (stereo unspecified) in the list: PvdQ acylase: ·; NSD2 HMT inh: -1.4; Rtt109 HAT inh: ·
`CCNC(=O)O[C@@H]1C=C[C@@H](C#Cc2ccc(C(C)(C)C)cc2)O[C@@H]1COC(C)=O` in the list: PvdQ acylase: ·; NSD2 HMT inh: 4.1; Rtt109 HAT inh: ·

Given as labelled records: entries from further up
CCCOc1ccc(F)cc1-c1cc(C(=O)Nc2ccc(C)c(NS(C)(=O)=O)c2)[nH]n1
  PvdQ acylase: ·
  NSD2 HMT inh: -1.4
  Rtt109 HAT inh: ·

CCCCc1nc(NCCNC(=O)c2ccco2)c(C#N)c2c1CSC(C)(C)C2
  PvdQ acylase: ·
  NSD2 HMT inh: 0.5
  Rtt109 HAT inh: ·

Cc1ccc(C2=N/C(=C\c3coc4ccccc4c3=O)C(=O)O2)cc1
  PvdQ acylase: ·
  NSD2 HMT inh: 9.3
  Rtt109 HAT inh: ·

O=C(COc1ccccc1)NC(=S)Nc1ccc(Br)cn1
  PvdQ acylase: ·
  NSD2 HMT inh: -0.6
  Rtt109 HAT inh: ·

Only part of the results is shown; count on the stated rates, not on these rows.
